IDE exosite FP – exo-site inhibitors of human IDE, primary screen, biochemical, fluorescence anisotropy, probe displacement. purified IDE, FL-6b probe fluorescence polarization; hits give low values. z-score at 20 µM. hit rate 6.3% among 17,000. AID 1259349, 2017;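 active = z-score of -3 or lower, meaning strong loss of probe binding signal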;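 also: His-tagged human IDE residues 42-1019 made in E. coli with 30 nM FL-6b probe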
Target sequence (P14735 42-1019 limits assumed): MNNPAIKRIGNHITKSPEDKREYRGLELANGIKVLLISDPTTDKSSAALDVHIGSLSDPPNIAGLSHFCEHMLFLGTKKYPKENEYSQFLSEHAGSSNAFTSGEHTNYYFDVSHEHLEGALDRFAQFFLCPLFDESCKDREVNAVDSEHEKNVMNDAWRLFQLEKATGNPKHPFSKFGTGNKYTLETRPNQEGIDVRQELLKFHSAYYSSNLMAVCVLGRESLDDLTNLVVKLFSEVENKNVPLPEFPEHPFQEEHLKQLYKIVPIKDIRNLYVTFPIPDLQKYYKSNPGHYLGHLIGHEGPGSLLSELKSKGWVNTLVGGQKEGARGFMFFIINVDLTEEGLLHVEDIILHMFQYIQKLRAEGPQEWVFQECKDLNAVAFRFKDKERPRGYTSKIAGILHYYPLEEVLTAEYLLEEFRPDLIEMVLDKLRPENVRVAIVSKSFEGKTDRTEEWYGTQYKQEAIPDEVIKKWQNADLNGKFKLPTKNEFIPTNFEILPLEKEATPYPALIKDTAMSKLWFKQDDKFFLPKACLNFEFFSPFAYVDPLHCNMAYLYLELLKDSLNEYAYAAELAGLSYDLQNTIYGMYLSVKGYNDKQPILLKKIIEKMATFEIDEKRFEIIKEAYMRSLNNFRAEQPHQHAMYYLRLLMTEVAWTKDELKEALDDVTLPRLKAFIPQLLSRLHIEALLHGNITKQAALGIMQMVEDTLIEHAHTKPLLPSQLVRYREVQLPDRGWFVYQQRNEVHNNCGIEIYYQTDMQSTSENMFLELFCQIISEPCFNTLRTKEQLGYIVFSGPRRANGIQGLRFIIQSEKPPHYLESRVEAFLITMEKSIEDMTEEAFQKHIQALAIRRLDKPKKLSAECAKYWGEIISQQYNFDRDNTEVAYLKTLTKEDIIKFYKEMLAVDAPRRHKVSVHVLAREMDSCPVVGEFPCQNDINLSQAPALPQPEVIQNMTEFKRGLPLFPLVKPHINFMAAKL
Active calls of the source: *.

canonical_smiles	IDE exosite FP
CN(C)C(=O)c1cccc(-c2ccc([C@H]3[C@H](CO)N4CCCCN(C(=O)C5CCC5)C[C@@H]34)cc2)c1	1.9
COc1ccc2c3c([nH]c2c1)[C@@H](CO)N(CC1CC1)CC31CCN(C(=O)Nc2cccc(F)c2)CC1	-0.92
CC(C)CC#Cc1ccc([C@@H]2[C@H]3CN(S(=O)(=O)Cc4ccccc4)CCCCN3[C@H]2CO)cc1	0.46
O=C(c1ccncc1)N1CC(=O)N2[C@H](C1)[C@H](c1ccc(C#CCC3CCCC3)cc1)[C@@H]2CO	3.6
N#Cc1cccc(-c2ccc([C@H]3[C@@H](CO)N4CCCCN(C(=O)Nc5ccccc5)C[C@@H]34)cc2)c1	3.6
CC(=O)NC[C@H]1[C@@H](c2ccc(C#CC(C)(C)O)cc2)[C@@H](CO)N1C(=O)CC1CC1	1.3
C[C@H](CO)N1C[C@H](C)[C@@H](CN(C)C(=O)Nc2ccc3c(c2)OCO3)OCc2ccccc2-c2c(n(C)c3ccccc23)C1=O	-0.15
CN(C)CC(=O)N1[C@H](CO)[C@@H](c2ccc(C#CC3CCCCC3)cc2)[C@@H]1C#N	0.44

Two entries picked at random from the list so far, as already listed:
canonical_smiles	IDE exosite FP
COc1ccc2c3c([nH]c2c1)[C@@H](CO)N(CC1CC1)CC31CCN(C(=O)Nc2cccc(F)c2)CC1	-0.92
CC(=O)NC[C@H]1[C@@H](c2ccc(C#CC(C)(C)O)cc2)[C@@H](CO)N1C(=O)CC1CC1	1.3

Next records
canonical_smiles	IDE exosite FP
C[C@H](NC(=O)C[C@@H]1C=C[C@@H](NS(=O)(=O)c2cccc(F)c2)[C@@H](CO)O1)c1ccccc1	2.6
CCS(=O)(=O)Nc1ccc2c(c1)C(=O)N(C)[C@@H]1CC[C@H](CC(=O)NCc3ccc(OC)cc3)O[C@H]1CO2	0.06
C[C@@H]1CN([C@@H](C)CO)C(=O)CCCn2nncc2CO[C@@H]1CN(C)S(=O)(=O)c1cn(C)cn1	-1.6
O=C(C1CCCC1)N1CC(=O)N2[C@H](C1)[C@@H](c1ccc(Br)cc1)[C@@H]2CO	2.5
C[C@@H]1CN([C@@H](C)CO)C(=O)CCCn2nncc2CO[C@@H]1CN(C)C(=O)NC1CCCC1	0.047
C[C@H]1CN([C@@H](C)CO)C(=O)CCCn2nncc2CO[C@@H]1CN(C)C(=O)Nc1ccnc(N2CCOCC2)c1	-0.43
O=C(Nc1cc(F)ccc1F)N[C@H]1CC[C@H](CCn2cc(C3CCCCC3)nn2)O[C@@H]1CO	0.75
COc1ccc2c3c([nH]c2c1)[C@@H](CO)N(CC1CC1)CC31CN(Cc2cc(F)ccc2F)C1	-0.081

Going on with the list.
canonical_smiles	IDE exosite FP
Cc1ccccc1-c1ccc([C@@H]2[C@@H](CO)N3C(=O)CN(C(=O)c4cccnc4)C[C@H]23)cc1	-3
OC[C@@H]1[C@@H](c2ccc(/C=C/c3ccccc3)cc2)[C@H]2CN(Cc3cccnc3)CCCCN12	-5.2*
C/C=C/c1ccc([C@H]2[C@@H](CO)N(C(=O)CC)[C@H]2CN(C)Cc2cncnc2)cc1	-0.73
C[C@H]1CN([C@@H](C)CO)C(=O)CCCn2cc(nn2)CO[C@H]1CN(C)C(=O)Nc1cccc2ccccc12	-0.74
O=C(C1CCOCC1)N1CC(=O)N2[C@H](CO)[C@H](c3ccc(-c4cccnc4)cc3)[C@H]2C1	-1.7
COCC(=O)N1CC(=O)N2[C@@H](CO)[C@H](c3ccc(-c4cccnc4)cc3)[C@@H]2C1	1.5
C[C@H](CO)N1C[C@H](C)[C@@H](CN(C)S(=O)(=O)c2ccc([N+](=O)[O-])cc2)OCc2ccccc2-c2ccccc2C1=O	1.1
C[C@H]1CN([C@@H](C)CO)C(=O)c2cccc(NC(=O)c3ccncc3)c2O[C@H]1CN(C)Cc1ccc2c(c1)OCO2	0.53

Next section
canonical_smiles	IDE exosite FP
CCCC(=O)N1CCC2(CC1)CN[C@@H](CO)c1[nH]c3cc(OC)ccc3c12	0.32
COc1ccccc1NC(=O)N1CC(=O)N2[C@H](CO)[C@@H](c3ccc(C#CCC(C)C)cc3)[C@H]2C1	0.81
N#Cc1cccc(-c2ccc([C@@H]3[C@H]4CN(C(=O)Nc5ccc(F)cc5)CCCCN4[C@H]3CO)cc2)c1	1.9
COc1ccc(C#Cc2ccc([C@H]3[C@H]4CN(C(C)=O)CC(=O)N4[C@H]3CO)cc2)cc1	2.7
Cc1noc(C)c1S(=O)(=O)N(C)C[C@@H]1OCc2ccccc2-c2c(n(C)c3ccccc23)C(=O)N([C@@H](C)CO)C[C@H]1C	0.55
COc1ccc2c3c([nH]c2c1)[C@H](CO)N(C(=O)Nc1ccc(F)cc1)CC31CN(Cc2cc(-c3ccccc3)on2)C1	0.033
O=C(CN1CCOCC1)N[C@H]1CC[C@H](CCn2cc(C3CC3)nn2)O[C@H]1CO	1.5
CCCC(=O)Nc1ccc2c(c1)C(=O)N(C)[C@@H]1CC[C@H](CC(=O)NCc3cccc(F)c3)O[C@@H]1CO2	-0.27

Later entries.
canonical_smiles	IDE exosite FP
O=C(c1ccc(F)cc1)N1CC(=O)N2[C@H](C1)[C@H](c1ccc(C#CCC3CCCC3)cc1)[C@@H]2CO	0.25
COc1cccc(-c2ccc3c(c2)O[C@@H](CN(C)Cc2cccnc2)[C@@H](C)CN([C@H](C)CO)S3(=O)=O)c1	-0.7
CN1c2ccc(-c3ccccc3)cc2[C@@H]2[C@@H](CCN2C(=O)CC2CC2)[C@@H]1CO	1.8
COc1ccc(-c2ccc(C3[C@H]4CNC[C@@H]3N4CC3CCOCC3)cc2)cc1 (stereo not given in full)	2.1
O=C(C[C@H]1CC[C@@H](NC(=O)Nc2ccc(C(F)(F)F)cc2)[C@@H](CO)O1)NCc1cccc(F)c1	1.5
C/C=C/c1ccc([C@@H]2[C@H](CO)N(CC3CC3)[C@H]2CNC(=O)c2ccccc2)cc1	1.4
CN1C(=O)c2cc(NC(=O)C3CCOCC3)ccc2OC[C@@H]2O[C@@H](CC(=O)NCCc3ccncc3)CC[C@@H]21	-0.92
Cc1ccc(-c2ccc([C@@H]3[C@H]4CN(C(=O)Nc5ccccc5)CCCCN4[C@H]3CO)cc2)cc1	0.84

(continued)
mol,IDE exosite FP
CCN1[C@@H]2c3ccc(-c4ccncc4)c(=O)n3C[C@H]1[C@H](CO)[C@H]2C(=O)NCCc1cn(C)cn1,1.4
COc1ccc(-c2ccc([C@H]3[C@@H](CO)N4C(=O)CN(C(=O)C5CC5)C[C@@H]34)cc2)cc1,-0.095
COCC(=O)N1CC(=O)N2[C@H](CO)[C@@H](c3ccc(C#Cc4cccc(OC)c4)cc3)[C@H]2C1,-1.2
N#C[C@H]1[C@H](c2ccccc2)[C@H](CO)N1C(=O)Cc1ccccc1,1.7
CN1CCN(C(=O)C[C@H]2CC[C@@H]3[C@H](COC[C@H](O)CN3C(=O)Nc3ccc4c(c3)OCO4)O2)CC1,0.55
COc1ccc(-c2ccc([C@@H]3[C@H]4CN(C(=O)C5CC5)CC(=O)N4[C@H]3CO)cc2)cc1,-2.4
COc1ccc(-c2ccc([C@H]3[C@@H](CO)N(C(=O)C4CCOCC4)[C@H]3C#N)cc2)cc1,-0.42
C[C@@H]1CN([C@H](C)CO)C(=O)c2c(c3ccccc3n2C)-c2ccccc2CO[C@@H]1CN(C)S(=O)(=O)c1ccc([N+](=O)[O-])cc1,-0.51
N#C[C@@H]1[C@@H](c2ccc(C#CC3(O)CCCC3)cc2)[C@@H](CO)N1C(=O)C1CC1,0.66
CC(=O)N1[C@H](CO)[C@H](c2ccc(C3=CCCC3)cc2)C12CN(C(=O)NC(C)C)C2,-0.3
Cn1cnc(S(=O)(=O)N2C[C@@H](O)COC[C@@H]3O[C@@H](CC(=O)NCc4cccc(F)c4)CC[C@H]32)c1,-0.2
O=C(C1CCCC1)N1CC(=O)N2[C@H](CO)[C@@H](c3ccc(-c4ccccc4F)cc3)[C@H]2C1,2.8
O=C(Nc1cccc(F)c1)N1CCCCN2[C@H](CO)[C@@H](c3ccc(C#Cc4cccnc4)cc3)[C@@H]2C1,0.079
CS(=O)(=O)N1C[C@H](O)COC[C@H]2O[C@@H](CC(=O)NCc3ccccc3)CC[C@@H]21,1
COc1ccc(-c2ccc([C@H]3[C@@H](CO)N(C(=O)C4CCC4)[C@H]3C#N)cc2)cc1,2.7
CCCNC(=O)Nc1ccc2c(c1)OC[C@H](C)N(C(=O)C1CCOCC1)C[C@@H](C)[C@@H](OC)CN(C)C2=O,0.68
CCN(C[C@H]1[C@H](c2ccc(-c3cccnc3)cc2)[C@@H](CO)N1C(C)=O)C(C)=O,-0.13
CC(C)CC#Cc1ccc([C@@H]2[C@H]3CN(S(=O)(=O)c4ccc(F)cc4)CCCCN3[C@H]2CO)cc1,1.2
CCC(=O)N1CC(=O)N2[C@@H](CO)[C@H](c3ccc(C#CC(C)C)cc3)[C@@H]2C1,2.9
CC(C)[C@H]1COCc2cn(nn2)CCC[C@@H](C)C(=O)N1,0.82
O=C(C[C@@H]1CC[C@@H]2[C@H](COC[C@@H](O)CN2CCC(F)(F)F)O1)NCc1ccc2c(c1)OCO2,1.1

18 structures out of the list, arranged by SMILES length, ascending:
mol,IDE exosite FP
COc1ccc(-c2ccc(C3[C@H]4CNC[C@@H]3N4CC3CCOCC3)cc2)cc1 (stereo not given in full),2.1
O=C(CN1CCOCC1)N[C@H]1CC[C@H](CCn2cc(C3CC3)nn2)O[C@H]1CO,1.5
O=C(C1CCCC1)N1CC(=O)N2[C@H](C1)[C@@H](c1ccc(Br)cc1)[C@@H]2CO,2.5
C/C=C/c1ccc([C@@H]2[C@H](CO)N(CC3CC3)[C@H]2CNC(=O)c2ccccc2)cc1,1.4
COc1ccc(C#Cc2ccc([C@H]3[C@H]4CN(C(C)=O)CC(=O)N4[C@H]3CO)cc2)cc1,2.7
C[C@@H]1CN([C@@H](C)CO)C(=O)CCCn2nncc2CO[C@@H]1CN(C)C(=O)NC1CCCC1,0.047
O=C(C1CCOCC1)N1CC(=O)N2[C@H](CO)[C@H](c3ccc(-c4cccnc4)cc3)[C@H]2C1,-1.7
O=C(C1CCCC1)N1CC(=O)N2[C@H](CO)[C@@H](c3ccc(-c4ccccc4F)cc3)[C@H]2C1,2.8
Cc1ccccc1-c1ccc([C@@H]2[C@@H](CO)N3C(=O)CN(C(=O)c4cccnc4)C[C@H]23)cc1,-3
COc1ccccc1NC(=O)N1CC(=O)N2[C@H](CO)[C@@H](c3ccc(C#CCC(C)C)cc3)[C@H]2C1,0.81
O=C(c1ccc(F)cc1)N1CC(=O)N2[C@H](C1)[C@H](c1ccc(C#CCC3CCCC3)cc1)[C@@H]2CO,0.25
O=C(C[C@@H]1CC[C@@H]2[C@H](COC[C@@H](O)CN2CCC(F)(F)F)O1)NCc1ccc2c(c1)OCO2,1.1
CCN1[C@@H]2c3ccc(-c4ccncc4)c(=O)n3C[C@H]1[C@H](CO)[C@H]2C(=O)NCCc1cn(C)cn1,1.4
CCCC(=O)Nc1ccc2c(c1)C(=O)N(C)[C@@H]1CC[C@H](CC(=O)NCc3cccc(F)c3)O[C@@H]1CO2,-0.27
CN1C(=O)c2cc(NC(=O)C3CCOCC3)ccc2OC[C@@H]2O[C@@H](CC(=O)NCCc3ccncc3)CC[C@@H]21,-0.92
CCS(=O)(=O)Nc1ccc2c(c1)C(=O)N(C)[C@@H]1CC[C@H](CC(=O)NCc3ccc(OC)cc3)O[C@H]1CO2,0.06
C[C@H](CO)N1C[C@H](C)[C@@H](CN(C)S(=O)(=O)c2ccc([N+](=O)[O-])cc2)OCc2ccccc2-c2ccccc2C1=O,1.1
C[C@@H]1CN([C@H](C)CO)C(=O)c2c(c3ccccc3n2C)-c2ccccc2CO[C@@H]1CN(C)S(=O)(=O)c1ccc([N+](=O)[O-])cc1,-0.51

Bioassay records deposited in PubChem by Broad Institute.

These rows are one share of the data. The share of hits here may be higher or lower than overall.
